JMJD2E inh: JMJD2E (human) inhibition | JMJD2E catalytic domain, FDH-coupled NADH fluorescence (FDH is formaldehyde dehydrogenase) | B2RXH2 | 230,000 tested, 1.6% active | Potency, µM (titrated, usually from 57.1 µM), for inactives: top-dose activity change, negative = inhibition, actives largely listed as inhibitors | AID 2147; active = well fitted inhibition curve with a large enough effect, not every such curve was filed as active; inconclusive = small, poorly fitted or top-dose-only effect, or another doubt; inactive = no such curve, though single readings can be large or run the other way;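 also: 0% = wells with enzyme and -100% = buffer wells without enzyme; nearly all actives have a fitted effect of over 50% in size; many of its hits are not listed in these tables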
Target sequence (B2RXH2 1-337 limits assumed): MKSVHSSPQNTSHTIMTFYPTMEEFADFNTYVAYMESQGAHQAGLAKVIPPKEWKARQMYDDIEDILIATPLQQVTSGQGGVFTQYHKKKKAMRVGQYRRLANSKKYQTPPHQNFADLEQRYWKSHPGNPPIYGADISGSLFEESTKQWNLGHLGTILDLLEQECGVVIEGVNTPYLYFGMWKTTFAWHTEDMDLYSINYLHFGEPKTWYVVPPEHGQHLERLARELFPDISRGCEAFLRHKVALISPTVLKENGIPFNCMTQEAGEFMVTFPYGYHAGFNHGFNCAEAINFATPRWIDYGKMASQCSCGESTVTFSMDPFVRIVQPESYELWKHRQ
Tau fluor counter: counter-screen for tau fibril formation inhibitors. tau K18 P301L Alexa594 fluorescence, heparin fibrillization. 280,000 tested, 0.93% active. AID 1463. Potency, µM (series often up to 57.7 µM), without a hit: at the highest dose activity change, negative = decrease; also: % is scaled to controls: 0 for no effect and ±100 for the full control effect; nearly all actives have a fitted effect of over 55% in size
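Human tau K18 P301L (15 uM unlabeled, 0.24 uM Alexa 594-labeled) in 100 mM sodium acetate pH 7 with 20 uM heparin, 6 hr at 37 C. ThT 30 uM added, 1 hr ambient; Alexa 594 FP and total fluorescence read at 555/632 nm.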
HTT aggregate: mutant huntingtin aggregation inhibition | 220,000 tested, 1.1% active | PC12 HttQ103-GFP aggregates, Acumen cytometry, 40 h | AID 1688 | Potency, µM (titrated, usually from 46.1 µM), for the others: top-dose activity change, negative = inhibition, most hits filed as inhibitors; also: % is scaled to controls: 0 for no effect and ±100 for the full control effect; nearly all actives have a fitted effect of over 60% in size
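Huntingtin Q103 exon 1–GFP aggregates in induced PC12 cells (100 nM tebufenozide) were quantified by cytometry from lysates, with compounds dosed in titration.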
Tau ThT inhib: blocks human tau fibril formation measured by thioflavin T; P10636; recombinant tau K18 P301L (four-repeat tau fragment), heparin-induced fibrillization, ThT fluorescence; Potency, µM (doses to about 57.4 µM), for the others: at the highest dose activity, negative = inhibition, hits mostly inhibitors; 270,000 tested, 2.1% active; AID 1460; also: % is scaled to controls: 0 for no effect and ±100 for the full control effect; nearly all actives have a fitted effect of over 55% in size
Target sequence (P10636 561-689 P618L limits assumed): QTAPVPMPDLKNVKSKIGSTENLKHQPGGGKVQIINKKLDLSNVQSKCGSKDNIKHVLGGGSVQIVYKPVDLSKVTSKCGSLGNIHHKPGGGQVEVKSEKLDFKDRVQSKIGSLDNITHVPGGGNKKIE
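In this qHTS, human K18 P301L tau is incubated with compound and heparin for 6 hr at 37 C, and Thioflavin T fluorescence then reports fibril load.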
SMN2 splice enh: enhancers of SMN2 splice variant expression | HEK293 SMN2-luciferase splicing reporter, luminescence, 30-36 h | 210,000 tested, 2.8% active | Potency, µM (doses to about 46.1 µM), for inactives: at the top dose activity change, positive = activation, actives largely listed as activators; also: % of control where 0% means no effect; nearly all actives have a fitted effect of over 55% in size
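HEK293 cells carry an SMN2 […]–luciferase reporter in which exon 7 inclusion puts luciferase in frame. Cells were plated 10-12 h before compound addition, then incubated 30-36 h at 37C. ONE-Glo luminescence was read; sodium butyrate at 4.5 mM final served as control.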
Tau fibril FP: inhibitors of human tau fibril formation. P10636. 280,000 tested, 0.39% active. AID 1468. Potency, µM (top dose mostly 57.7 µM), for the others: at the top dose activity, negative = inhibition, hits mostly inhibitors. K18 P301L tau heparin fibrillization, Alexa594 FP, 6 h; also: % is scaled to controls: 0 for no effect and ±100 for the full control effect; nearly all actives have a fitted effect of over 55% in size
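FP of Alexa 594-tau after heparin (20 uM) induction. Substrate: human K18 P301L, 15 uM unlabeled, 0.24 uM labeled. Buffer 100 mM sodium acetate pH 7. 6 hr, 37 C.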
ALDH1A1 block: ALDH1A1 (human) enzyme inhibition. Potency, µM (titrated, usually from 75.3 µM), inactives show top-dose activity, negative = inhibition, most hits filed as inhibitors. 220,000 tested, 7.3% active. Purified ALDH1A1, NADH fluorescence, propionaldehyde substrate. P00352. AID 1030; active = well fitted inhibition curve with a large enough effect, not every such curve was filed as active; inconclusive = small, poorly fitted or top-dose-only effect, or another doubt; inactive = no such curve, though single readings can be large or run the other way;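 also: plate controls were no enzyme wells and a reference inhibitor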
Target sequence (P00352 whole entry, looked up): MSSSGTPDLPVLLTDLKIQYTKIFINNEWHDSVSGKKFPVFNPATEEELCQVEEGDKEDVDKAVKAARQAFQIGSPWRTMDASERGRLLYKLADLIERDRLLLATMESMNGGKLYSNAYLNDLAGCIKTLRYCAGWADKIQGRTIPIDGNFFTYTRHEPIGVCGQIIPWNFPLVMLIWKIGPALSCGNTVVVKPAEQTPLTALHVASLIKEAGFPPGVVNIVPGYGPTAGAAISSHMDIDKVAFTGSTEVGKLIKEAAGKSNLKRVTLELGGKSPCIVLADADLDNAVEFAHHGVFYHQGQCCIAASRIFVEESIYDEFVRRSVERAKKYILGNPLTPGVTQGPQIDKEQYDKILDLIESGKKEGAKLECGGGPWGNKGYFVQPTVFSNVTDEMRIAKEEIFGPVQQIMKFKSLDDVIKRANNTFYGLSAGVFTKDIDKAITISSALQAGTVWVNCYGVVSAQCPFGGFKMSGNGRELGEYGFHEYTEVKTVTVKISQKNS
HTT cytoprotect: Huntington cell model cytoprotection by ATP luminescence; Potency, µM (series often up to 56.4 µM), for the others: cytoprotection (ATP increase), actives largely listed as activators; 230,000 tested, 0.14% active; PC12 HTT-Q103 induced, cytoprotection, ATP luminescence, 40 h; AID 1471;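 also: % of control where 0% means no effect; nearly all actives have a fitted effect of over 45% in size; toxic huntingtin expression switched on by the ecdysone agonist tebufenozide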
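Huntington model: PC12 line, ecdysone-inducible HTTQ103 exon1–GFP, tebufenozide 100 nM. Test articles in a dose series. Endpoint luminescence from cellular ATP.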
Active calls of the source: *; ? = inconclusive; . = not tested or not shown; & = joins results of further samples; [ ] = remark or other dose. Unless noted, calls follow the shape of the dose curve; as a rule, active = well fitted curve in the direction sought with a large enough effect; inconclusive = small, poorly fitted or top-dose-only effect, or another doubt; inactive = no such curve, though single readings can be large; an effect the other way counts as inactive or inconclusive. Potency is read from the fitted curve at half-maximal effect.

entry	smiles	JMJD2E inh	Tau fluor counter	HTT aggregate	Tau ThT inhib
1	Cc1ccccc1C(=O)NNC(=S)NC(=O)c1ccc(Cl)cc1Cl	?	-13%	?	?
2	Cc1cnc(CN(C)Cc2c(C(=O)N3CCc4ccccc4C3)nc3ccc(Cl)cn23)[nH]1	-4%	10%	22%[9.22 µM]	-12%
3	COc1cc(OC)c(C2C(C#N)=C(C)NC(C)=C2C#N)c(C(=O)O)c1	?	-5%	-33%[9.22 µM]	-8%
4	Cc1nc2sccn2c(=O)c1CCN1CCC(=C(c2ccccc2)c2ccc(F)cc2)CC1	?	-26%&-24%	6%	?
5	Cc1nn(CCCC(=O)Nc2cccnc2Cl)c(C)c1[N+](=O)[O-]	0%	0%	-5%	1%
6	COCCNC(=O)c1cn(C)c2ccccc2c1=O	-2%	-2%	6%	2%
7	COc1cc(OC)cc(-n2nnnc2SCC(=O)NC2CCCC2)c1	2%	-15%	-5%	-6%
8	CCOC(=O)C1(C)/C(=N/Nc2ccc(S(N)(=O)=O)cc2)C(=O)C(=O)N1c1ccccc1 (stereo not given)	-28%	-23%	4%	11µM*
9	Cc1ccc(S(=O)(=O)NN)c(C)c1N1CCCC1=O	-28%	-6%	1%[9.22 µM]	-7%
10	CN1CCN(NC(=O)c2ccc(S(=O)(=O)N3CCCCCC3)cc2)CC1	-1%	2%	-10%	-3%
11	Cc1cc(NC(=O)CSc2nc(-c3cccs3)cc(C(F)(F)F)n2)no1	?	-4%	-18%	8%
12	O=C(NCc1ccccc1Cl)C1CCCN(S(=O)(=O)c2cccc3nsnc23)C1 (stereo not given)	-5%	-20%&-10%	-1%[9.22 µM]	-5%&-4%

entry	SMN2 splice enh	Tau fibril FP	ALDH1A1 block	HTT cytoprotect
1	10%	4%	-9%	6%
2	.	11%	18µM*	20%[10 µM]
3	.	3%	.	-11%[10 µM]
4	-40%	-7%&1%	-1%	8%
5	14%	-2%	4%	-24%
6	-6%	-7%	3.5µM*	-50%[inhibitor]
7	-3%	-1%	-6%	-8%
8	-18%	-1%	18µM*	20%
9	.	-3%	.	-1%[10 µM]
10	0%	2%	-2%	-17%
11	?	-9%	?	6%[10 µM]
12	-6%&0%	-7%&9%	7%	-31%

Remaining list, next part
entry	smiles	JMJD2E inh	Tau fluor counter	HTT aggregate	Tau ThT inhib
13	Cc1cc(NC(=O)Cn2c(=O)c3c(ncn3CC(C)C)n(Cc3ccccc3)c2=O)no1	-4%	-1%	-7%	-4%
14	Clc1ccc(Oc2cnns2)cc1Cl	8%	-7%	-10%[9.22 µM]	-9%
15	Oc1c(/C=N/c2ncn[nH]2)ccc2ccccc12	-24%	-27%	-3%[9.22 µM]	28µM*
16	COc1cc(OC)nc(NC(=O)NS(=O)(=O)c2ccc(F)cc2)n1	-8%	5%	-3%	-2%
17	Cc1ccc(C)c(C(C)NC(=O)c2ccccc2Br)c1 (stereo not given)	0%	3%	-10%	-4%
18	NS(=O)(=O)c1ccc(CNC(=O)Cc2c(F)cccc2Cl)cc1	2%	2%	?	3%
19	COc1ccc(OC)c(NC(=O)c2ccc(CSc3ncccn3)cc2)c1	2%	-26%	8%[9.22 µM]	?
20	CCOC(=O)N1CCN(C(=O)CSCc2ccccc2C)CC1	-3%	-1%	-17%	-18%
21	O=C(O)c1cccc(NC(CNS(=O)(=O)c2ccc(Cl)cc2)c2ccccc2)c1 (stereo not given)	0%	-11%	17%	0%
22	COc1ccc(C(C)(C)C)cc1NC(=O)c1ccc2c(c1)SC1=NS(=O)(=O)CCN12	7%	-15%	15%	3%
23	Cc1cccc(NC(=O)CCS(=O)(=O)c2cc(Br)cc3c2N(C(=O)C2CC2)CC3)c1C	.	-5%	.	-6%
24	CCC(Sc1nc(=O)cc(N)n1-c1cccc(C)c1)C(=O)Nc1cc(C)on1 (stereo not given)	4%	-4%	-15%	-4%

entry	SMN2 splice enh	Tau fibril FP	ALDH1A1 block	HTT cytoprotect
13	9%	5%	?	2%
14	-1%	6%	11%	-3%
15	-2%	?	?	9%
16	4%	-6%	2%	-28%
17	1%	3%	3%	.
18	4%	0%	2%	-2%
19	.	1%	0%	4%[10 µM]
20	2%	5%	?	9%
21	22%	0%	-4%	5%
22	0%	-2%	10%	-62%[inhibitor]
23	-8%	-2%	.	.
24	7%	-5%	1%	-15%[0.074 µM]

Carrying on.
entry	smiles	JMJD2E inh	Tau fluor counter	HTT aggregate	Tau ThT inhib
25	CCO[C@@H]1OC(C(=O)N2CCCCCCC2)=C[C@H](c2csc3ccccc23)[C@H]1CCCO	3%	-2%	18%[9.22 µM]	-13%
26	O=C(Oc1cccc(/C=N/Nc2nc(Nc3ccccc3)nc(N3CCOCC3)n2)c1)c1ccco1	2%	?	?	8%
27	Cc1nccc(-c2ccc(-n3cnc4ccccc43)cc2)n1	-1%	-8%	?	-12%
28	CCOc1ccc(N)cc1OC	?	-25%	-1%	?
29	COc1ccc(Cc2nnc(NC(=O)CSc3ccccc3)s2)cc1	3%	-12%	9%	-13%
30	COc1ccc(C)cc1NC(=O)CN1C(=O)c2ccccc2S1(=O)=O	2%	-11%	-14%	-12%
31	Cc1cc(C)c(C)c(S(=O)(=O)N[C@@H](C)C(=O)OC(C)C(=O)NC(N)=O)c1C (stereo not given in full)	12%	2%	19%[9.22 µM]	1%
32	O=C(/C=C/c1ccco1)Nc1cc(Cl)ccc1C(=O)O	1%	-11%	1%	?
33	Cc1cc(NC(=O)c2ccc3c(c2)N(Cc2cccc(Cl)c2)C(=O)c2ccccc2S3(=O)=O)ccc1Br	.	-15%	.	6%
34	O=C(COC(=O)c1cn(-c2ccccc2)nc1-c1cccnc1)NC1CC1	-9%	-2%	?	-4%
35	CC(C)c1ccc(N2CCN(C(=O)c3ccccc3NC(=O)/C=C(\C(=O)O)c3ccccc3)CC2)cc1	17%	-12%	?	?
36	CSc1nnnn1-c1c(C)cccc1C	-1%	1%	-7%[9.22 µM]	0%

entry	SMN2 splice enh	Tau fibril FP	ALDH1A1 block	HTT cytoprotect
25	.	9%	-9%	23%[10 µM]
26	19%	?	4%	44%[10 µM]
27	-13%	6%	2%	1%
28	9%	-4%	2%	-32%[inhibitor]
29	4%	4%	8%	18%[10 µM]
30	2%	0%	-2%	-10%
31	.	0%	.	1%[10 µM]
32	3%	?	?	-19%[10 µM]
33	6%	?	.	.
34	10%	1%	-6%	-12%[10 µM]
35	-47%[inhibitor]	-6%	22µM*	-40%[inhibitor]
36	.	7%	.	-5%[10 µM]

In another format: 5 of the compounds above
Each structure is followed by: JMJD2E inh | Tau fluor counter | HTT aggregate | Tau ThT inhib | SMN2 splice enh | Tau fibril FP | ALDH1A1 block | HTT cytoprotect
25: CCO[C@@H]1OC(C(=O)N2CCCCCCC2)=C[C@H](c2csc3ccccc23)[C@H]1CCCO
 : 3% | -2% | 18%[9.22 µM] | -13% | . | 9% | -9% | 23%[10 µM]
26: O=C(Oc1cccc(/C=N/Nc2nc(Nc3ccccc3)nc(N3CCOCC3)n2)c1)c1ccco1
 : 2% | ? | ? | 8% | 19% | ? | 4% | 44%[10 µM]
27: Cc1nccc(-c2ccc(-n3cnc4ccccc43)cc2)n1
 : -1% | -8% | ? | -12% | -13% | 6% | 2% | 1%
28: CCOc1ccc(N)cc1OC
 : ? | -25% | -1% | ? | 9% | -4% | 2% | -32%[inhibitor]
29: COc1ccc(Cc2nnc(NC(=O)CSc3ccccc3)s2)cc1
 : 3% | -12% | 9% | -13% | 4% | 4% | 8% | 18%[10 µM]

Remaining list, next part.
entry	smiles	JMJD2E inh	Tau fluor counter	HTT aggregate	Tau ThT inhib
37	C=C(C)CNC(=S)NNC(=O)c1ccc(Br)cc1	7%	2%	-9%[9.22 µM]	0%
38	CCOC(=O)c1sc(NS(=O)(=O)c2ccccc2)nc1C	-7%	-1%	-4%	-6%
39	COc1cccc(CNC(=O)CCC2CCCN(C(=O)CCc3c(C)noc3C)C2)c1 (stereo not given)	9%	-5%	13%[9.22 µM]	-1%
40	COC(=O)c1ccc2nc(C)cc(Nc3ccc(N(C)C)cc3)c2c1	-8%	?	-31%	?
41	CC1CN(c2cc(=O)n(Cc3ccc(F)cc3)c(=O)[nH]2)CC(C)O1 (stereo not given)	-6%	1%	-10%	-6%
42	CC(=O)Nc1cccc(OCC(=O)NC(C)C(C)C)c1 (stereo not given)	4%	-3%	13%	-2%
43	O=C(O)c1cc(S(=O)(=O)O)ccc1O	?	-15%	8%	-13%
44	CC(C)C(=O)Nc1ccc(NC(=O)c2cccc(F)c2)cn1	-6%	-3%	1%	-10%
45	O=C(NC1CCCCC1)N1CCc2ccccc21	5%	5%	9%	0%
46	O=C(O)c1ccc2c(c1)C(=O)/C(=C\c1ccco1)C2=O	-29%	?	0%	11µM*
47	CC(=O)OCCN1C(=O)c2cccnc2C1=O	3%	2%	6%	-2%
48	CCN(C(=O)COC(=O)c1c(NC(C)=O)sc(C)c1C)C1CCS(=O)(=O)C1 (stereo not given)	-5%	-4%	-8%	-1%
49	CCN(CC)CC(O)COc1ccccc1C(=O)CCc1ccccc1 (stereo not given)	7%	1%	12%	6%
50	CCN(CC)CCNc1ccc(CO)c2sc3ccccc3c(=O)c12	-9%	-17%&-25%	13µM*	?
51	Cc1ccc(-n2c(C)cc(/C=N\NC(=O)CC(=O)NC(C)C)c2C)cc1	?	-2%	23%	-15%

entry	SMN2 splice enh	Tau fibril FP	ALDH1A1 block	HTT cytoprotect
37	-14%	13%	-9%	-8%[10 µM]
38	-14%	1%	-14%	-17%
39	.	-3%	5%	8%[10 µM]
40	-18%	-2%	?	.
41	2%	3%	?	-10%
42	4%	5%	5%	-3%
43	16%	-7%	?	-15%[0.074 µM]
44	10%	6%	?	-13%
45	13µM*	5%	2%	-29%
46	3%	16µM*	?	25%[10 µM]
47	9%	-6%	5%	6%
48	-7%	3%	-14%	6%[1.9 µM]
49	.	2%	5%	7%
50	-59%[inhibitor]	0%&12%	-2%	-331%[inhibitor]
51	-14%	6%	?	3%[10 µM]

Assay outcomes: PubChem, National Center for Advancing Translational Sciences (NCATS)

A portion of the library (hit frequency here may not be typical).
